High-throughput results deposited in PubChem BioAssay by several laboratories.
MK inhibit: inhibitors of Streptococcus pneumoniae mevalonate kinase; purified MK, PK/LDH-coupled NADH absorbance 340 nm; inhibition, % at 10 µM; 65,000 compounds, 0.48% hits;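 active = ranked among the strongest by inhibition in the single 10 µM screen, a fixed top-ranked set picked for dose follow-up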; note: no value below 0 was filed
Bfl-1 inhibitors: Bfl-1 inhibitors, primary screen, biochemical, fluorescence polarization, FITC-Bid, mouse (AID 432). FITC-Bid BH3 peptide fluorescence polarization displacement; higher % means a stronger effect. displacement, % at 20 µM, or IC50 in µM where a hit was titrated. 64,000 compounds, 0.02% hits; in the data active = a potency from the dose series; inactive = the rest, 99 in 100 with displacement below about 15%; note: strong numbers were not always called active
HT1080 viability: cytotoxicity in HT1080 fibrosarcoma cells, cell-based, fluorescence readout (AID 620). cytotoxicity, % at 10 µM, or EC50 in µM where a hit was titrated. 87,000 compounds, 0.42% hits. HT1080 viability, fluorescence; higher % means a stronger effect;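 note: cells exposed to compound overnight then 4 h with Alamar Blue; 0% = vehicle DMSO and 100% = killing control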
DPM-DC inhibit: blocks S. pneumoniae diphosphomevalonate decarboxylase | purified DPM-DC, PK/LDH coupled NADH fluorescence | calls only at 10 µM | 65,000 compounds, 0.49% hits;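 active = the 320 compounds with the highest percent inhibition in the single-dose primary screen, excluding strongly autofluorescent ones, cut at about 32% in these data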;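 note: kinetic rate of NADH fluorescence loss reporting ADP formed by the decarboxylase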
HPDE-C7 cytotoxicity: cytotoxicity in HPDE-C7 cells, cell-based, fluorescence, HTS (AID 430); HPDE-C7 pancreatic duct cells viability, fluorescence; higher % means a stronger effect; cytotoxicity, % at 10 µM; hits with a dose series show EC50 in µM; 63,000 compounds, 1.8% hits;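 note: cells exposed to compound for 48 hours before viability readout; 0% = vehicle and 100% = reference cytotoxic drug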
TNAP inhibition: human TNAP enzyme inhibitors, biochemical, luminescent (AID 518) | purified TNAP enzyme, luminescent substrate readout; higher % means a stronger effect | inhibition, % at 20 µM; hits with a dose series show IC50 in µM | 64,000 compounds, 0.09% hits; in the data active = a potency from the dose series; inactive = the rest, 99 in 100 with inhibition below about 22%;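 note: plate controls were vehicle for no effect and reference inhibitor for full effect; many of its hits are not listed in these tables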
Spn PMK inh: inhibitors of Streptococcus pneumoniae phosphomevalonate kinase; purified PMK, PK/LDH-coupled NADH absorbance 340 nm; AID 539; inhibition, % at 10 µM; 65,000 compounds, 0.49% hits;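 active = top-ranked compounds by inhibition in the single 10 µM screen, taking a fixed number of the strongest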;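 note: 0% = full reaction with DMSO carrier and 100% = background rate without enzyme reaction; no value below 0 was filed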
KRASV12 cytotoxicity: cytotoxicity in KRAS-transformed pancreatic duct cells, primary screen, cell-based, fluorescence, HTS (AID 431); HPDE-C7K KRASV12 cells, Alamar Blue viability, 48 h; higher % means a stronger effect; cytotoxicity, % at 10 µM; hits with a dose series show EC50 in µM; 63,000 compounds, 1.7% hits;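 active = compounds whose percent cytotoxicity in the single-dose primary screen, scaled between solvent and toxic-drug controls, exceeds 50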;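 note: 0% = DMSO solvent wells and 100% = doxorubicin-treated wells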
LYP inhibition: inhibition of human PTPN22 tyrosine phosphatase – biochemical, DiFMUP fluorescence, recombinant catalytic domain, 10 µM, primary screen (AID 606); recombinant LYP catalytic domain, DiFMUP fluorescence; higher % means a stronger effect; inhibition, % at 10 µM; hits with a dose series show IC50 in µM; 52,000 tested, under 10 active;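 active = IC50 under 40 µM in the dose-response test; inactive = IC50 of 40 µM or more, or never dose-tested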
Spn PMK inh pilot replicates: second read-out of Spn PMK inh, no call of its own (marks repeat the call); inhibition, %; measured here: pilot screen replicates
MK inhibit pilot replicates: further read-out of MK inhibit, marked with its call; inhibition, %; measured here: pilot screen replicates
DPM-DC inhibit pilot screen %: further read-out of DPM-DC inhibit, marked with its call; inhibition, %; measured here: pilot screen trials
Active calls of the source: *; i = inactive; nt = not tested or not shown; + = active, no number. Cut-off read from the data, not from the text of the source, unless noted: active = cytotoxicity above about 50%; inactive = the rest.

Start of the data: the first two compounds (preview)
SMILES	MK inhibit	Bfl-1 inhibitors	HT1080 viability	DPM-DC inhibit	HPDE-C7 cytotoxicity	TNAP inhibition	Spn PMK inh	KRASV12 cytotoxicity	LYP inhibition	others
CCOC(=O)CN1C(=O)C(C)(C)Oc2ccc(C(=O)Nc3ccccc3OC)cc21	0	-8%	4%	i	-6%	6%	13	-3%	-4%
Cc1occc1C(=O)Nc1cccc2ccccc12	7	1%	19%	i	1%	20%	0	10%	9%	Spn PMK inh pilot replicates=1.5;MK inhibit pilot replicates=0.0;DPM-DC inhibit pilot screen %=0.0

This part in full, repeating the preview:
SMILES	MK inhibit	Bfl-1 inhibitors	HT1080 viability	DPM-DC inhibit	HPDE-C7 cytotoxicity	TNAP inhibition	Spn PMK inh	KRASV12 cytotoxicity	LYP inhibition	others
CCOC(=O)CN1C(=O)C(C)(C)Oc2ccc(C(=O)Nc3ccccc3OC)cc21	0	-8%	4%	i	-6%	6%	13	-3%	-4%
Cc1occc1C(=O)Nc1cccc2ccccc12	7	1%	19%	i	1%	20%	0	10%	9%	Spn PMK inh pilot replicates=1.5;MK inhibit pilot replicates=0.0;DPM-DC inhibit pilot screen %=0.0
COc1ccc(C(=O)N(Cc2ccco2)Cc2cc3cc(C)ccc3[nH]c2=O)cc1OC	2	-1%	4%	i	4%	11%	5	1%	nt
CCC(C)Sc1nnc(Cc2cc(=O)[nH]c(=O)[nH]2)n1-c1ccc(OC)cc1 (stereo not drawn)	0	-1%	-4%	i	-9%	3%	13	1%	1%
O=C(CSc1nnnn1Cc1ccccc1)NCCc1ccccc1	10	2%	-7%	+	-26%	-4%	4	-19%	-6%
CC/C(CC(C)(C)c1ccccc1)=N\O	9	-5%	-6%	i	-18%	1%	5	-9%	8%
CC(=O)c1n[nH]nc1Nc1nc(C)cc(C)n1	15	nt	7%	i	nt	nt	0	nt	3%
COc1ccc(OCCSc2ncccn2)cc1	9	-1%	-10%	i	5%	11%	5	-1%	nt
CCOC(=O)C(NC(=O)CC)(Nc1cc(C)on1)C(F)(F)F (stereo not drawn)	13	-2%	0%	i	1%	5%	7	11%	nt
Cc1ccc(C(=O)C2COC(=O)C2)cc1 (stereo not drawn)	0	8%	8%	i	-4%	17%	6	12%	9%	Spn PMK inh pilot replicates=1.5;MK inhibit pilot replicates=0.0;DPM-DC inhibit pilot screen %=2.5

A stretch from further up:
SMILES	MK inhibit	Bfl-1 inhibitors	HT1080 viability	DPM-DC inhibit	HPDE-C7 cytotoxicity	TNAP inhibition	Spn PMK inh	KRASV12 cytotoxicity	LYP inhibition	others
CCOC(=O)C(NC(=O)CC)(Nc1cc(C)on1)C(F)(F)F (stereo not drawn)	13	-2%	0%	i	1%	5%	7	11%	nt
Cc1ccc(C(=O)C2COC(=O)C2)cc1 (stereo not drawn)	0	8%	8%	i	-4%	17%	6	12%	9%	Spn PMK inh pilot replicates=1.5;MK inhibit pilot replicates=0.0;DPM-DC inhibit pilot screen %=2.5

Next section.
SMILES	MK inhibit	Bfl-1 inhibitors	HT1080 viability	DPM-DC inhibit	HPDE-C7 cytotoxicity	TNAP inhibition	Spn PMK inh	KRASV12 cytotoxicity	LYP inhibition	others
NC(=O)C1(N2CCCCC2)CCN(C(=O)NC2CCCCC2)CC1	0	-12%	6%	i	2%	9%	18	7%	nt
Nc1cc(-c2ccccc2)ccc1O	8	2%	-10%	i	5%	11%	9	11%	0%	Spn PMK inh pilot replicates=3.5;MK inhibit pilot replicates=0.0;DPM-DC inhibit pilot screen %=3.0
COCCn1nnnc1C(c1ccc(Cl)cc1)N1CCSCC1 (stereo not drawn)	9	-12%	-16%	i	-19%	8%	1	-24%	3%
CCn1cnc2cc(NCc3ccncc3)ccc21	12	-3%	-6%	i	-6%	8%	2	-12%	9%
NC(=O)C1CCN(c2nc(C3CC3)nc3c2nnn3Cc2ccccc2)CC1	0	-2%	-16%	i	-26%	9%	20	-24%	nt
CC1=C(C(=O)Nc2ccc(Cl)cc2)C(c2cccs2)n2nnnc2N1 (stereo not drawn)	9	0%	2%	i	-10%	4%	4	-3%	4%
FC(F)(F)c1nnc2sc(-c3ccncc3)nn12	0	-6%	6%	i	-7%	7%	6	0%	nt
O=C(C1CCN(CC2CCCCC2)CC1)N1CCCC1	51*	-2%	3%	i	2%	-2%	0	6%	6%
Cc1ccc(OC(=O)NC2CCS(=O)(=O)C2)cc1C (stereo not drawn)	11	6%	2%	i	12%	10%	0	0%	8%	Spn PMK inh pilot replicates=4.5;MK inhibit pilot replicates=4.0;DPM-DC inhibit pilot screen %=2.0
Cc1nnc(SCC(=O)NCc2cccs2)[nH]c1=O	0	-3%	-3%	i	2%	3%	19	0%	10%
Cc1cc(C)nc(NC(=O)C(C)N2C(=O)c3ccccc3C2=O)n1 (stereo not drawn)	7	3%	-2%	i	-14%	0%	3	-22%	0%
c1cncc(-c2nnc(-c3cccnc3)nn2)c1	5	6%	11%	i	11%	8%	4	18%	10%
CC(C)c1cc(C(=O)Nc2cc(Cl)ccc2O)no1	6	-5%	8%	i	29%	5%	2	29%	4%
Cc1c(C(=O)Nc2cccc(C(F)(F)F)c2)oc2ccc(S(=O)(=O)N3CCOCC3)cc12	2	-8%	12%	i	9%	-5%	7	8%	14%
Cc1cccc(-n2ncc3c(N(CCO)CCO)ncnc32)c1	4	5%	-9%	i	-4%	9%	1	-1%	nt	Spn PMK inh pilot replicates=3.0;MK inhibit pilot replicates=0.0;DPM-DC inhibit pilot screen %=0.5
O=C(CCS(=O)(=O)c1cc(Br)cc2c1N(C(=O)C1CC1)CC2)NCc1ccco1	0	0%	-2%	i	-14%	2%	8	-7%	11%
COc1ccc(C2CC(=O)C3=C(C2)NC(C)=C(C#N)C3c2ccc(N(C)C)cc2)cc1 (stereo not drawn)	7	-1%	-6%	i	-4%	12%	12	-4%	2%
Cc1sc2ncn(CC(=O)N(CC(=O)NC3CCCC3)Cc3cccs3)c(=O)c2c1C	3	1%	-3%	i	-13%	10%	13	0%	12%
COC(=O)COc1ccc(S(=O)(=O)Nc2ccc3c(c2)OCCO3)cc1Cl	4	-5%	-14%	i	nt	11%	0	nt	2%
CN(CCC#N)c1ncnc2scc(-c3ccccc3)c12	4	0%	18%	i	-6%	6%	13	0%	1%
CC1(C)NC(=O)N(CC(O)COC2CCCCC2)C1=O (stereo not drawn)	0	-10%	0%	i	8%	10%	8	13%	0%
CC1CCN(C(=O)COC(=O)c2n[nH]c3ccccc23)CC1	0	-3%	8%	i	2%	29%	14	7%	4%
O=C(CSc1nnc(-c2cc3ccccc3cc2O)n1Cc1ccco1)c1ccc(F)cc1	11	-2%	0%	i	-5%	14%	9	13%	nt
Cc1ccc2c(C(=O)CN3CCN(C4CCCCC4)CC3)c(C)[nH]c2c1	4	-7%	-1%	i	30%	12%	4	28%	4%
O=C(c1ccco1)N1CCN(C(=O)c2sccc2-c2ccccc2)CC1	8	-2%	1%	i	-10%	8%	0	-2%	19%	Spn PMK inh pilot replicates=8.5;MK inhibit pilot replicates=2.5;DPM-DC inhibit pilot screen %=0.5
O=C(O)c1cc2nc(C3CC3)cc(C(F)(F)F)n2n1	2	1%	3%	i	2%	0%	4	-2%	-2%
CCc1ccccc1NC(=O)C1CCCN(S(=O)(=O)c2c(C)noc2C)C1 (stereo not drawn)	6	-9%	3%	i	-18%	2%	17	-3%	nt
CC(C)OCCCNC(=O)C1CCC(=O)N1C(C)C (stereo not drawn)	3	-2%	-1%	i	-5%	7%	22	-9%	1%
COc1cc2nc(SCC(=O)NCc3ccco3)n(Cc3ccc(Cl)cc3)c(=O)c2cc1OC	0	4%	5%	i	51%*	12%	12	24%	3%
CSc1ccccc1NC(=O)CN(c1ccccc1)S(=O)(=O)N(C)C	10	3%	28%	i	-19%	10%	12	-14%	nt	Spn PMK inh pilot replicates=5.5;MK inhibit pilot replicates=7.0;DPM-DC inhibit pilot screen %=0.0

Reprinted at random: 5 compounds from above, in no set order.
SMILES	MK inhibit	Bfl-1 inhibitors	HT1080 viability	DPM-DC inhibit	HPDE-C7 cytotoxicity	TNAP inhibition	Spn PMK inh	KRASV12 cytotoxicity	LYP inhibition	others
CC1CCN(C(=O)COC(=O)c2n[nH]c3ccccc23)CC1	0	-3%	8%	i	2%	29%	14	7%	4%
CCc1ccccc1NC(=O)C1CCCN(S(=O)(=O)c2c(C)noc2C)C1 (stereo not drawn)	6	-9%	3%	i	-18%	2%	17	-3%	nt
COc1cc2nc(SCC(=O)NCc3ccco3)n(Cc3ccc(Cl)cc3)c(=O)c2cc1OC	0	4%	5%	i	51%*	12%	12	24%	3%
CC1(C)NC(=O)N(CC(O)COC2CCCCC2)C1=O (stereo not drawn)	0	-10%	0%	i	8%	10%	8	13%	0%
O=C(c1ccco1)N1CCN(C(=O)c2sccc2-c2ccccc2)CC1	8	-2%	1%	i	-10%	8%	0	-2%	19%	Spn PMK inh pilot replicates=8.5;MK inhibit pilot replicates=2.5;DPM-DC inhibit pilot screen %=0.5

Continued:
SMILES	MK inhibit	Bfl-1 inhibitors	HT1080 viability	DPM-DC inhibit	HPDE-C7 cytotoxicity	TNAP inhibition	Spn PMK inh	KRASV12 cytotoxicity	LYP inhibition	others
Cc1[nH]c2ccccc2c1NC(=O)CN1CCN(c2cccc(C(F)(F)F)c2)CC1	7	4%	-7%	i	62%*	4%	12	70%*	-26%
COc1cccc2c(C)nc(Nc3nc(CSc4nnc(C)s4)cc(=O)[nH]3)nc12	7	0%	12%	i	-13%	-3%	0	-16%	4%
COc1ccc(CC(=O)Nc2ccc(-c3nnc(-c4ccccc4)o3)cc2)cc1	1	7%	-7%	nt	-24%	2%	0	-13%	-5%
O=C(CN1CCN(c2ncccn2)CC1)NCCC1=CCCCC1	49*	-2%	-4%	i	7%	1%	2	0%	nt
COC(=O)C1CCN(C(c2cccs2)c2sc3nc(C)nn3c2O)CC1 (stereo not drawn)	5	-3%	-3%	i	0%	14%	9	1%	-7%
COc1cc(-c2nn3c(COc4ccccc4)nnc3s2)cc(OC)c1OC	5	3%	-4%	i	14%	8%	3	35%	0%
O=C(NC1CC2CCCC(C1)N2C(=O)Nc1ccccc1)c1ccncc1 (stereo not drawn)	2	-4%	-2%	i	-14%	8%	12	-10%	nt
COc1cc(CN2CCC(C(=O)N3CCN(c4ccccc4F)CC3)CC2)cc(OC)c1OC	39	-7%	nt	i	26%	4%	5	32%	nt
Nc1cc(=O)[nH]n1C1CCN(c2ccccc2)CC1	7	13%	4%	i	2%	6%	1	0%	nt
CCOc1cc(S(=O)(=O)Nc2ccc(Cl)cn2)ccc1F	1	0%	-7%	i	7%	9%	6	-4%	-4%
CC(=O)OC(C(=O)NCCc1ccccc1)c1cccnc1 (stereo not drawn)	1	0%	16%	i	0%	3%	11	6%	nt
COC(=O)c1[nH]c(C)c(/C(O)=C2\C(=O)C(=O)N(CCN(C)C)C2c2ccccc2OC)c1C (stereo not drawn)	5	-7%	7%	i	-13%	15%	7	2%	10%	Spn PMK inh pilot replicates=1.0;MK inhibit pilot replicates=0.0;DPM-DC inhibit pilot screen %=8.5
